# Screens from PubChem.
# H1N1 NS1A inhibition: NS1A inhibition, H1N1 influenza, cell based functional assay (AID 504329); NS1A functional cell-based assay, percent inhibition; higher % means a stronger effect; inhibition, % at 12.5 µM, or IC50 in µM where a hit was titrated; 0.3% of 340,000 active; in the data active = a potency from the dose series; inconclusive = inhibition above about 27% without an active follow-up result; note: strong numbers were not always called active
# VEEV TC-83 Vero: inhibitors of VEEV TC-83 cytopathic effect, confirmation, Vero cells (AID 588727); inhibition, % at 20 µM, or IC50 in µM where a hit was titrated; Vero cells, VEEV TC-83 cytopathic effect inhibition; higher % means a stronger effect; 0.13% of 350,000 active; in the data active = a potency from the dose series; inconclusive = inhibition mostly from about 14% at the one dose, without a potency; inactive = the rest, 99 in 100 with inhibition below about 12%; note: strong numbers were not always called active
# tuberculosis growth: growth inhibition of non-replicating M. tuberculosis (AID 488890); Mycobacterium tuberculosis non-replicating, growth inhibition; higher % means a stronger effect; one-dose inhibition, % at 25 µM; IC50 in µM for titrated hits; 0.39% of 320,000 active; in the data active = a potency from the dose series; inconclusive = inhibition mostly from about 82% at the one dose, without a potency; inactive = the rest, 99 in 100 with inhibition below about 76%;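 note: plate controls were DMSO cells for no effect and high antibiotic wells for full effect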
# H37Rv inhibition: M. tuberculosis growth inhibition, HTS (AID 449762); inhibition, % at 25 µM; hits with a dose series show IC50 in µM; 0.59% of 330,000 active; M. tuberculosis H37Rv growth inhibition, 7H9 media; higher % means a stronger effect; in the data active = a potency from the dose series; inconclusive = inhibition above about 70% without an active follow-up result;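 note: bacterial growth assessed after seven days of incubation; strong numbers were not always called active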
# Salmonella PhoP GFP: Inhibition of PhoP regulon, Salmonella typhi GFP reporter cells, confirmation, 4 h (AID 1850); 0.33% of 310,000 active; inhibition, % at 50 µM, or IC50 in µM where a hit was titrated; Salmonella Typhi PhoP-promoter GFP reporter, fluorescence, 4 h; higher % means a stronger effect; in the data active = a potency from the dose series; inconclusive = inhibition mostly from about 25% at the one dose, without a potency; inactive = the rest, 99 in 100 with inhibition below about 19%;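 note: 0% = induced wells with vehicle and 100% = uninduced wells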
# VEEV TC-83 Vero 10K pilot screen: recorded beside VEEV TC-83 Vero, whose call it bears; inhibition, %; measured here: 10K pilot screen inhibition
# * hit, by the source's call; i = inactive; ? = inconclusive; . = not tested or not shown.
# The opening six records (preview)
SMILES,H1N1 NS1A inhibition,VEEV TC-83 Vero,tuberculosis growth,H37Rv inhibition,Salmonella PhoP GFP,others
CCN(CC(=O)Nc1c(F)cccc1F)C(=O)CCNS(=O)(=O)c1ccc(C)c(C)c1,5%,1.3%,-28%,-10%,6%,
c1ccc2c(NC3CCCC3)nnc(NC3CCCC3)c2c1,7%,1.0%,44%,-1%,11%,
O=C(CCCc1nc2ccccc2s1)Nc1nccs1,-2%,0.6%,54%,-2%,-7%,
Cn1c(N)c(C(=O)COC(=O)c2ccc(F)cc2Cl)c(=O)n(C)c1=O,-6%,6.4%,0%,-3%,.,
COc1ccccc1-c1cnn2c(NCCc3ccccc3)cc(C)nc12,13%,7.8%,18%,6%,5%,
CC(=O)N1Cc2[nH]c3ccccc3c2CC1C(=O)O (stereo not drawn),-26%,1.4%,.,.,.,

# This part in full, from the start:
SMILES,H1N1 NS1A inhibition,VEEV TC-83 Vero,tuberculosis growth,H37Rv inhibition,Salmonella PhoP GFP,others
CCN(CC(=O)Nc1c(F)cccc1F)C(=O)CCNS(=O)(=O)c1ccc(C)c(C)c1,5%,1.3%,-28%,-10%,6%,
c1ccc2c(NC3CCCC3)nnc(NC3CCCC3)c2c1,7%,1.0%,44%,-1%,11%,
O=C(CCCc1nc2ccccc2s1)Nc1nccs1,-2%,0.6%,54%,-2%,-7%,
Cn1c(N)c(C(=O)COC(=O)c2ccc(F)cc2Cl)c(=O)n(C)c1=O,-6%,6.4%,0%,-3%,.,
COc1ccccc1-c1cnn2c(NCCc3ccccc3)cc(C)nc12,13%,7.8%,18%,6%,5%,
CC(=O)N1Cc2[nH]c3ccccc3c2CC1C(=O)O (stereo not drawn),-26%,1.4%,.,.,.,
CC(=Nc1ccccc1N)c1c(O)n(C)c(=O)[nH]c1=O,-3%,0.7%,-5%,1%,-4%,
CCOC(=O)c1ccc(NC(=O)C2(c3ccc(OC)cc3)CCOCC2)cc1,-11%,4.4%,13%,13%,1%,
CS(=O)(=O)N(CC(=O)NCc1ccccc1Cl)Cc1ccccc1,19%,0.5%,-5%,-3%,-6%,
O=C(NCCn1ccc2ccccc21)c1cccc([N+](=O)[O-])c1,-8%,1.6%,8%,3%,-6%,
CCOC(=O)CCN,-7%,0.6%,-5%,0%,-29%,
CC(=O)NC(Cc1ccccc1C)C(=O)NC1CCN(C(=O)NCc2ccccc2)CC1 (stereo not drawn),10%,0.1%,.,.,.,
O=C(COc1ccc(C(=O)Nc2ccc(Cl)cc2)cc1)NCc1ccccc1,4%,0.2%,6%,2%,-11%,
COc1cccc(Nc2nc(-c3cccnc3)cs2)c1,-3%,6.7%,56%,3%,-1%,
CCOc1ccc2[nH]c(=O)c(CN(Cc3ccc(F)cc3)C(=O)N3CCCC3)cc2c1,-3%,i,2%,7%,-9%,
CC(=O)N1CCC(N(CCCOC(C)C)S(=O)(=O)c2ccc([N+](=O)[O-])cc2)CC1,2%,i,28%,2%,-1%,
Cn1c(=O)n(CCc2ccccc2)c(=O)c2c1nc1n2CCCN1Cc1ccccc1,4%,5.7%,13%,1%,6%,
O=C(NNc1ccccc1)/C(=C\c1cccnc1)NC(=O)c1ccccc1,-14%,0.5%,0%,65%,-6%,
COc1ccc(C2CC(c3ccccc3)=NN2C(=O)COC(=O)c2cccnc2)cc1 (stereo not drawn),19%,0.5%,-7%,-1%,0%,
O=C(N/N=C/c1ccc(COc2ccc(Br)cc2)o1)c1ccco1,-6%,0.8%,7%,-5%,-2%,
CCOP(=O)(OCC)C(NC(=O)c1ccc(Cl)cc1)=C(Cl)Cl,-7%,0.7%,5%,6%,13%,
C#CCOCCOCCOCCNc1nc(N2CCN(C(=O)CCCCCCCCCCNC(=O)[C@H](CCCCN)n3cc(CCO)nn3)CC2)nc(N2CCN(C(=O)CCCCCCCCCCNC(=O)[C@H](CCCCN)n3cc(C[C@@H](C)CC)nn3)CC2)n1,.,.,55%,?,32µM*,
Cc1c(C)c(C)c(S(=O)(=O)N2CCSCC2)c(C)c1C,6%,1.2%,-6%,-12%,5%,
O=C1[C@H](CC[C@H](O)c2ccc(F)cc2)[C@@H](c2ccc(O)cc2)N1c1ccc(F)cc1,.,.,12%,?,-4%,
CCN(/N=C/C=C/c1ccccc1)c1cc(=O)n(C)c(=O)[nH]1,1%,i,12%,9%,4%,

# The list goes on.
SMILES,H1N1 NS1A inhibition,VEEV TC-83 Vero,tuberculosis growth,H37Rv inhibition,Salmonella PhoP GFP,others
Cc1ccc(C(=O)Nc2ccc3c(c2)C(=O)N(CC2CCCO2)C3=O)cc1 (stereo not drawn),13%,i,-6%,-14%,-5%,
COc1ccc([N+](=O)[O-])c(OC)c1C(=O)NC(=O)Nc1c(C)cccc1C,-1%,0.4%,-4%,5%,2%,
CN(C)CCCn1c2c(c(SCC(=O)Nc3ccc4c(c3)OCCO4)nc1=O)CCC2,5%,0.5%,0%,-11%,7%,
COc1ccccc1NC(=O)Cc1csc(NC(=S)Nc2ccccc2)n1,-14%,0.8%,?,7%,4%,
Cc1ccc(-c2nn(-c3cc(Cl)ccc3[N+](=O)[O-])c(=O)c3ccccc23)cc1C,8%,i,0%,21%,12%,
CC(=O)N/C(=C\c1ccccc1)C(=O)OCC(=O)c1ccc(F)cc1,-4%,2.0%,-5%,-5%,-3%,
CCCCN(C(=O)CCN1C(=O)C2CC=CCC2C1=O)c1c(N)n(CCCC)c(=O)[nH]c1=O (stereo not drawn),-6%,i,.,.,.,
O=C(/C=C1\NC2(CCCC2)Cc2ccccc21)N1CCOCC1,12%,0.3%,6%,-1%,-11%,
Cc1ccc(-c2nnc(SCC(=O)OC(C)C)n2N)cc1,4%,1.5%,?,48%,-15%,
O=C(COc1ccccc1)NNC(=O)COc1ccc([N+](=O)[O-])cc1,1%,0.8%,3%,6%,4%,
CN(Cc1ccccc1)CC1CCCN(CCc2ccccc2F)C1 (stereo not drawn),-2%,0.6%,15%,1%,3%,
Cc1ccc(S(=O)(=O)NCCC(=O)Nc2ccc(Cl)c(Cl)c2)cc1,2%,2.6%,-2%,67%,0%,
CCN1CCN(S(=O)(=O)c2ccc(Cl)c(C(=O)N(CC)Cc3ccccc3)c2)CC1,-5%,0.7%,.,.,.,
COc1ccc(-c2cc3c(=O)n(CC(=O)NCc4ccc(Cl)cc4)ncn3n2)cc1,1%,0.2%,-3%,-4%,-4%,
Cc1ccc(C(=O)N2CCC(C(=O)NC3CCCCCC3)CC2)cc1,-3%,0.3%,41%,-7%,3%,
O=C(CNC(=O)C1CCCCC1)Nc1cc(Cl)ccc1Cl,-11%,1.4%,10%,3%,-7%,
Cc1csc(CNc2ncnc3ccc(-c4ccc5c(c4)OCO5)cc23)c1,1%,0.0%,78%,5%,.,
Cc1ccc2c(Cl)c(C(=O)NCC(c3ccco3)N3CCCC3)sc2c1 (stereo not drawn),-3%,3.9%,51%,?,-5%,
C[C@H](OC(=O)n1ccnc1)[C@@H]1O[C@@]2(C)CCC[C@@H]1O2,-15%,4.1%,-15%,-14%,.,
CC(=O)c1ccc(N2CCN(C(=O)Cn3cnc(S(=O)(=O)N4CCCCC4)c3)CC2)cc1,-3%,1.3%,-7%,2%,6%,
O=C(CNCc1cccs1)Nc1cc(S(=O)(=O)N2CCCC2)ccc1Cl,-9%,1.2%,3%,2%,-2%,
COc1ccc(NC(=O)CCN2CCCC(C)C2)cc1 (stereo not drawn),1%,0.4%,-19%,0%,3%,
CCC(C)NC(=O)CNC(=S)N(CCCN1CCOCC1)Cc1cccs1 (stereo not drawn),13%,0.1%,-26%,8%,-2%,VEEV TC-83 Vero 10K pilot screen=0.0
CNC(=O)c1ccc(OC2CSC2)cc1,17%,0.0%,1%,-4%,7%,
COc1ccc2[nH]cc(C(=O)CN3CCCC(C)C3)c2c1 (stereo not drawn),11%,2.1%,0%,1%,-2%,

# Some of these compounds in order of length of the SMILES, descending:
SMILES,H1N1 NS1A inhibition,VEEV TC-83 Vero,tuberculosis growth,H37Rv inhibition,Salmonella PhoP GFP,others
Cc1ccc2c(Cl)c(C(=O)NCC(c3ccco3)N3CCCC3)sc2c1 (stereo not drawn),-3%,3.9%,51%,?,-5%,
CCC(C)NC(=O)CNC(=S)N(CCCN1CCOCC1)Cc1cccs1 (stereo not drawn),13%,0.1%,-26%,8%,-2%,VEEV TC-83 Vero 10K pilot screen=0.0
O=C(CNC(=O)C1CCCCC1)Nc1cc(Cl)ccc1Cl,-11%,1.4%,10%,3%,-7%,

# Continued.
SMILES,H1N1 NS1A inhibition,VEEV TC-83 Vero,tuberculosis growth,H37Rv inhibition,Salmonella PhoP GFP,others
O=C(Nc1c(-c2ccccc2)nc2ccccn12)c1ccccc1,-5%,0.8%,-1%,-15%,-5%,
Cn1cccc1C(=O)NC(=O)COC(=O)C12CC3CC(CC(O)(C3)C1)C2,-2%,0.3%,-4%,-3%,-9%,
O=C(CC(=O)c1ccccc1)Nc1ccccc1,-2%,1.1%,16%,-8%,1%,
O=C(NC(=S)NCc1ccccc1)c1cccnc1,-12%,1.1%,16%,-9%,-14%,
CC(=O)NCCC(=O)Nc1sc2c(c1-c1nc3ccccc3[nH]1)CCCC2,-2%,7.4%,7%,3%,-7%,
Cc1coc2cc3oc(=O)ccc3cc12,-12%,2.3%,-23%,-4%,5%,
CCN(CC(=O)NCc1cccs1)C(=O)c1ccccc1F,-10%,1.0%,-4%,-3%,-12%,
CCC1CCCCN1C(=S)NC(=O)c1ccc([N+](=O)[O-])cc1 (stereo not drawn),-4%,0.0%,6%,?,5%,
NC(=O)C1CCN(CC(=O)Nc2ccccc2N2CCOCC2)CC1,2%,0.3%,-6%,2%,-18%,
COc1ccc(C(C(=O)NC2CCCC2)N(CCO)C(=O)Cn2nnc(-c3ccc(C)o3)n2)cc1 (stereo not drawn),9%,0.3%,-10%,1%,2%,
CC1(C)NC(=O)N(CC(=O)Nc2ccc(-n3cnnn3)cc2)C1=O,2%,i,-13%,2%,.,
Cc1c(Cl)cccc1NC(=O)CCCN1C(=O)CCC1=O,5%,1.7%,-17%,-4%,1%,
CC(=O)Nc1ccc(S(=O)(=O)N2CCN(C(=O)c3ncoc3-c3cccc(C)c3)CC2)cc1,2%,1.0%,-11%,-2%,11%,
C#CC(=O)N(c1ccc(OC)c(OC)c1)C(C(=O)NC1CCCC1)c1cccs1 (stereo not drawn),9%,7.2%,?,?,11%,
O=C(c1ccc(S(=O)(=O)Nc2ccccc2Cl)cc1)N1CCCC1,-6%,0.8%,14%,0%,.,
CC(NC(=O)c1ccco1)C1COc2ccccc2O1 (stereo not drawn),12%,0.4%,20%,-6%,-11%,
Cn1c(=O)c2c(nc(CN3CCN(C(=O)c4ccco4)CC3)n2CC(=O)C(C)(C)C)n(C)c1=O,-5%,0.5%,0%,-9%,-3%,
O=C(CCC(=O)Nc1ccc(Br)cc1)N/N=C/c1ccc(O)cc1,0%,i,-2%,-3%,-11%,
NC(=O)c1ccc(NC(=O)c2ccc(COc3ccc(F)cc3)o2)cc1,-7%,1.2%,7%,5%,.,
Cc1ccccc1C(=O)NC(=S)NC1CCS(=O)(=O)C1 (stereo not drawn),-8%,1.4%,-6%,-8%,-4%,
CC1CCCC(C)N1C(=O)COC(=O)c1n[nH]c(=O)c2ccccc12 (stereo not drawn),-14%,1.8%,-7%,6%,.,
Cc1c(CCOC(=O)c2ccc([N+](=O)[O-])cc2)sc[n+]1CC(=O)c1ccccc1,-4%,0.5%,52%,48%,6%,
COP(=O)(OC)c1nc(-c2ccc(C)cc2)oc1N1CCCCC1,19%,0.2%,-10%,3%,-7%,
COCCn1c(SCC(=O)Nc2ccc(S(N)(=O)=O)cc2)nc2ccccc21,9%,3.0%,-4%,6%,10%,
Cc1ccc(NC(=O)CCS(=O)(=O)c2cccc3nonc23)c(Br)c1,8%,2.7%,47%,20%,-26%,
